# High-throughput results from PubChem BioAssay.
# TcdB inh: TcdB glycohydrolase inhibitors, primary screen, biochemical, single point, plate reader; Toxin B (Clostridioides difficile), P18177; TcdB glycohydrolase enzymatic assay; inhibition, % at 9.99 µM; 350,000 compounds, 0.24% hits; in the data active = inhibition above about 10%
# * = called active by the depositor. A portion of the library, so the mix of outcomes need not match the whole.
no.	canonical_smiles	TcdB inh
1	CC(C)NC(=O)Nc1ccc2c(c1)C(=O)N([C@H](C)CO)C[C@H](C)[C@@H](CN(C)C(=O)Nc1cccc3ccccc13)OCCCC[C@H](C)O2	-0.6
2	CC(C)NC(=O)N1C[C@@H]2[C@H](c3ccccc31)[C@@H](CO)N2C(=O)Nc1ccc(F)cc1	-0.2
3	CC(C)C#Cc1ccc([C@@H]2[C@@H](CO)N3CCCCN(C(=O)Nc4ccccc4)C[C@@H]23)cc1	1.5
4	C[C@@H]1CN([C@H](C)CO)C(=O)c2cc(NC(=O)Nc3ccccc3)ccc2O[C@H]1CN(C)S(=O)(=O)c1cn(C)cn1	1.6
5	CO[C@@H]1CN(C)C(=O)c2cc(NS(=O)(=O)c3ccc(Cl)cc3)ccc2OC[C@H](C)NC[C@@H]1C	0.5
6	C[C@H]1CN([C@@H](C)CO)C(=O)Cc2cc(NC(=O)Nc3ccc4c(c3)OCO4)ccc2O[C@H]1CN(C)C(=O)NC1CCCCC1	0.4
7	COc1cccc(NC(=O)C[C@H]2CC[C@@H]3[C@@H](COc4ccc(NC(=O)C5CCCC5)cc4C(=O)N3C)O2)c1	0.1
8	CC=Cc1ccc2n(c1=O)C[C@H]1[C@H](CO)[C@@H](C(=O)NCCc3cn(C)cn3)N(C(=O)C3CCC3)[C@@H]21 (mixture of isomers)	1.1

# (next part)
no.	canonical_smiles	TcdB inh
9	C[C@@H]1CN([C@@H](C)CO)C(=O)c2cc(NS(=O)(=O)c3ccc(F)cc3)ccc2O[C@@H](C)CCCCO[C@@H]1CN(C)C	-0.4
10	C[C@H](CO)N1C[C@H](C)[C@@H](CN(C)C)Oc2ccc(NC(=O)c3ccncc3)cc2C1=O	-0.9
11	COc1ccc(NC(=O)Nc2ccc3c(c2)C(=O)N([C@@H](C)CO)C[C@H](C)[C@@H](CN(C)S(=O)(=O)c2cn(C)cn2)O3)cc1	0.3
12	CN(C)C(=O)C[C@H]1CC[C@@H](NC(=O)NC2CCCCC2)[C@H](CO)O1	-0.2
13	C/C=C/c1ccc([C@H]2[C@@H](CO)N(CCC(F)(F)F)C23CN(C(C)=O)C3)cc1	1.2
14	O=C(c1ccccc1F)N1C[C@@H]2O[C@H](CNS(=O)(=O)c3ccccc3)CC[C@@H]21	0.9
15	COc1ccc(S(=O)(=O)Nc2ccc3c(c2)C(=O)N([C@@H](C)CO)C[C@H](C)[C@H](CN(C)C(=O)NC(C)C)O3)cc1	0.1
16	C[C@H]1CN([C@@H](C)CO)C(=O)c2cccc(NC(=O)CCCCCC(=O)Nc3ccccc3N)c2O[C@H]1CN(C)S(=O)(=O)c1ccc(F)cc1	0.0

# (continued)
no.	canonical_smiles	TcdB inh
17	COc1ccc(-c2ccccc2[C@@H]2[C@@H](CO)N(C(=O)C3CC3)[C@H]2C#N)cc1	-0.6
18	O=C(NCC[C@@H]1CC[C@@H](NS(=O)(=O)c2cccc(F)c2)[C@H](CO)O1)c1cnccn1	-0.5
19	C[C@H]1CN([C@@H](C)CO)C(=O)c2cccc(NS(=O)(=O)c3cccs3)c2O[C@H]1CN(C)S(C)(=O)=O	0.1
20	O=C(NC1CCCCC1)N1CC(=O)N2[C@H](CO)[C@H](c3ccc(-c4cccc(F)c4)cc3)[C@@H]2C1	0.7
21	C[C@@H]1CN([C@H](C)CO)C(=O)c2cc(NS(C)(=O)=O)ccc2O[C@H]1CN(C)C(=O)NC1CCCCC1	-0.2
22	C[C@@H]1CN([C@@H](C)CO)C(=O)c2cc(C3=CCCCC3)cnc2O[C@H]1CN(C)Cc1cccnc1	0.3
23	COCC(=O)Nc1ccc2c(c1)C(=O)N(C)C[C@@H](OC)[C@H](C)CN(CC1CC1)[C@H](C)CO2	-1.4
24	C[C@H]1CN([C@@H](C)CO)C(=O)c2cc(C#CC(C)(C)O)cnc2O[C@H]1CN(C)C(=O)CN(C)C	-1.2

# Looked up by compound from the list above, three records:
no.	canonical_smiles	TcdB inh
24	C[C@H]1CN([C@@H](C)CO)C(=O)c2cc(C#CC(C)(C)O)cnc2O[C@H]1CN(C)C(=O)CN(C)C	-1.2
21	C[C@@H]1CN([C@H](C)CO)C(=O)c2cc(NS(C)(=O)=O)ccc2O[C@H]1CN(C)C(=O)NC1CCCCC1	-0.2
23	COCC(=O)Nc1ccc2c(c1)C(=O)N(C)C[C@@H](OC)[C@H](C)CN(CC1CC1)[C@H](C)CO2	-1.4

# Next section:
no.	canonical_smiles	TcdB inh
25	CC(=O)N[C@H]1CC[C@H](CCNC(=O)Nc2ccc(C(F)(F)F)cc2)O[C@H]1CO	-0.1
26	C[C@@H]1CCCCO[C@@H](CN(C)S(=O)(=O)c2ccc(F)cc2)[C@H](C)CN([C@@H](C)CO)C(=O)c2cc(NS(=O)(=O)c3ccc(Cl)cc3)ccc2O1	-1.1
27	Oc1ccc(Br)c(CN2CCN(c3ncc(Cc4ccccc4)cn3)CC2)c1	0.3
28	COc1ccc(-c2ccc([C@H]3[C@H](CO)N4CCCCN(C(=O)NC(C)C)C[C@@H]34)cc2)cc1	1.1
29	COCC(=O)N(C)C[C@@H]1Oc2cc(-c3ccncc3)ccc2S(=O)(=O)N([C@H](C)CO)C[C@H]1C	-0.2
30	COc1ccccc1C#Cc1ccc([C@@H]2[C@@H](CO)N(C(=O)C3CCCCC3)[C@H]2C#N)cc1	0.2
31	O=C(C[C@H]1CC[C@H](NC(=O)Nc2cc(F)ccc2F)[C@H](CO)O1)Nc1ccccc1	0.1
32	C[C@@H]1CCCCO[C@H](CN(C)Cc2ccncc2)[C@@H](C)CN([C@H](C)CO)C(=O)c2cc(NS(=O)(=O)c3cccs3)ccc2O1	-1.5

# (cont.)
no.	canonical_smiles	TcdB inh
33	C[C@@H]1CN([C@@H](C)CO)C(=O)c2cc(Br)cnc2O[C@@H]1CN(C)Cc1ccc(C(=O)O)cc1	0.2
34	Cc1noc(C)c1S(=O)(=O)N(C)C[C@H]1Oc2c(NC(=O)c3ccc(-c4nccs4)cc3)cccc2C(=O)N([C@H](C)CO)C[C@@H]1C	-5.8
35	O=C(C[C@H]1C=C[C@H](NC(=O)Nc2ccccc2)[C@H](CO)O1)NCc1cccc(F)c1	-4.6
36	CO[C@@H]1CN(C)C(=O)c2ccc(NC(=O)Nc3ccccc3)cc2OC[C@@H](C)N(C(=O)CC2CC2)C[C@@H]1C	2.0
37	C[C@@H]1CN([C@H](C)CO)S(=O)(=O)c2ccc(-c3cccc(C#N)c3)cc2O[C@@H]1CN(C)C	-2.3
38	C[C@H](CO)N1C[C@H](C)[C@@H](CN(C)C(=O)c2ccccc2)Oc2ncc(C#CC3CC3)cc2C1=O	1.9
39	C[C@@H]1CCCCO[C@H](CN(C)C(=O)CCC(F)(F)F)[C@@H](C)CN([C@@H](C)CO)C(=O)c2cc(NS(=O)(=O)c3cn(C)cn3)ccc2O1	0.8
40	O=C(C[C@@H]1C=C[C@H](NC(=O)c2ccncc2)[C@H](CO)O1)Nc1ccccc1	-0.7

# Next part:
no.	canonical_smiles	TcdB inh
41	C[C@@H]1CN([C@H](C)CO)C(=O)c2cccc(NS(=O)(=O)c3ccc(F)cc3)c2O[C@H]1CN(C)Cc1ccc(Cl)c(Cl)c1	0.6
42	O=C(C1CCCCC1)N1CC(=O)N2[C@@H](CO)[C@@H](c3ccc(-c4ccccc4F)cc3)[C@@H]2C1	-0.1
43	O=c1[nH]c(-c2ccccc2)cn1C1CCN(Cc2ccc(-c3nc4ccc(F)cc4nc3-c3ccccc3)cc2)CC1	-0.8
44	O=C(NCC1CC1)[C@@H]1[C@@H](CO)[C@@H]2Cn3c(ccc(-c4cccnc4)c3=O)[C@H]1N2C(=O)C1CCCCC1	-3.6
45	C[C@@H]1CN([C@H](C)CO)S(=O)(=O)c2ccc(C#CC3CCCC3)cc2O[C@@H]1CN(C)C	-7.7
46	C[C@@H]1CN([C@@H](C)CO)S(=O)(=O)c2ccc(C#C[C@@H](C)O)cc2O[C@H]1CN(C)C	-0.5
47	O=C(C[C@H]1C[C@H]2c3cc(NC(=O)NC4CCCCC4)ccc3O[C@H]2[C@@H](CO)O1)NCCc1ccccc1	0.5
48	COc1ccc(C2CC(=O)C(c3ccc([N+](=O)[O-])cc3)=CN2Cc2ccccc2)cc1 (configuration not stated)	1.6

# Carrying on.
no.	molecule	TcdB inh
49	COc1ccccc1-c1cnc2c(c1)C(=O)N([C@H](C)CO)C[C@H](C)[C@H](CN(C)Cc1cccc(F)c1)O2	1.2
50	C[C@@H]1CN([C@H](C)CO)C(=O)c2cc(NC(=O)Nc3ccccc3)ccc2O[C@@H](C)CCCCO[C@@H]1CN(C)S(=O)(=O)c1cn(C)cn1	-0.1
51	C[C@H]1CN([C@@H](C)CO)S(=O)(=O)c2ccc(-c3ccccc3F)cc2O[C@H]1CN(C)Cc1cncnc1	-0.1
52	Cc1cc(C(=O)Nc2ccc3c(c2)C(=O)N(C)[C@@H]2CC[C@@H](CC(=O)NC4CCCC4)O[C@H]2CO3)no1	-0.1
53	COc1ccc(NC(=O)Nc2ccc3c(c2)CC(=O)N([C@H](C)CO)C[C@@H](C)[C@H](CN(C)CC2CCCCC2)O3)cc1	0.2
54	CC(=O)N1CCCCN2[C@@H](CO)[C@H](c3ccc(Br)cc3)[C@@H]2C1	0.0
55	O=C(c1ccccc1)N1CC[C@@H]2[C@H]1c1cc(C#CC3CCCCC3)ccc1N[C@@H]2CO	-1.3
56	CCCNC(=O)N1CCC2(CC1)CN(Cc1ccc(F)cc1)[C@@H](CO)c1[nH]c3cc(OC)ccc3c12	0.3
57	COc1ccc(CN(C)C[C@H]2Oc3ccc(NC(=O)CCCN(C)C)cc3C(=O)N([C@H](C)CO)C[C@H]2C)cc1	0.9
58	C[C@H]1CCCCO[C@H](CN(C)Cc2ccc(C(=O)O)cc2)[C@@H](C)CN([C@@H](C)CO)C(=O)c2cc(NS(C)(=O)=O)ccc2O1	0.3

# (list continues)
no.	molecule	TcdB inh
59	O=C(C[C@H]1CC[C@@H]2[C@H](COC[C@H](O)CN2C(=O)c2ccccn2)O1)N1CCN(c2ccccc2)CC1	1.5
60	C[C@@H]1CN([C@H](C)CO)C(=O)c2cc(NS(=O)(=O)c3cn(C)cn3)ccc2O[C@H]1CN(C)Cc1ccc2c(c1)OCO2	0.0
61	C/C=C/c1cccc(-c2nc(C(=O)NCc3ccccc3)cc3c2[C@@H](CCO)N([S@](=O)C(C)(C)C)C3)c1	0.1
62	CCc1sc(N2[C@H](C#N)[C@H](c3ccccc3-c3ccccc3)[C@H]2CO)nc1C	0.4
63	COc1ccc(CN2C[C@@H](O)COC[C@H]3O[C@@H](CC(=O)NCc4ccccc4Cl)CC[C@@H]32)cc1	-0.2
64	CCCC#Cc1ccc2c(c1)O[C@@H](CN(C)C(=O)c1cccnc1)[C@@H](C)CN([C@@H](C)CO)S2(=O)=O	0.4
65	O=C(c1cccc(F)c1)N1CC[C@H]2[C@H](CO)Nc3ccc(C#Cc4cccc(F)c4)cc3[C@H]21	0.4
66	O=C(C[C@@H]1C=C[C@H](NC(=O)c2ccc(F)cc2)[C@H](CO)O1)NCCc1ccncc1	1.1
67	O=C1CN(S(=O)(=O)Cc2ccccc2)C[C@@H]2[C@@H](c3ccc(C#CCC4CCCC4)cc3)[C@H](CO)N12	-1.2
68	COc1ccccc1-c1ccc2c(c1)O[C@@H](CN(C)S(=O)(=O)c1ccc(F)cc1)[C@H](C)CN([C@@H](C)CO)S2(=O)=O	-1.7

# In a second layout: entries from further up.
(61) C/C=C/c1cccc(-c2nc(C(=O)NCc3ccccc3)cc3c2[C@@H](CCO)N([S@](=O)C(C)(C)C)C3)c1
- TcdB inh: 0.1
(62) CCc1sc(N2[C@H](C#N)[C@H](c3ccccc3-c3ccccc3)[C@H]2CO)nc1C
- TcdB inh: 0.4
(68) COc1ccccc1-c1ccc2c(c1)O[C@@H](CN(C)S(=O)(=O)c1ccc(F)cc1)[C@H](C)CN([C@@H](C)CO)S2(=O)=O
- TcdB inh: -1.7
(67) O=C1CN(S(=O)(=O)Cc2ccccc2)C[C@@H]2[C@@H](c3ccc(C#CCC4CCCC4)cc3)[C@H](CO)N12
- TcdB inh: -1.2

# Going on with the list.
no.	molecule	TcdB inh
69	CCC(=O)N1C[C@H](C)[C@@H](OC)CN(C)C(=O)c2cc(NC(=O)NC(C)C)ccc2OC[C@H]1C	-0.9
70	COCC(=O)N1CC[C@H]2[C@@H]1c1cc(-c3ccccc3)ccc1N(C)[C@H]2CO	-2.0
71	CC=Cc1ccc2n(c1=O)C[C@H]1[C@H](CO)[C@@H](C(=O)Nc3ccc(-c4ccccc4)cc3)[C@@H]2N1CC (mixture of isomers)	-0.3
72	CC(C)NC(=O)Nc1ccc2c(c1)C(=O)N([C@@H](C)CO)C[C@@H](C)[C@H](CN(C)C(=O)Nc1ccc(F)cc1)OCCCC[C@@H](C)O2	-0.6
73	COc1ccc(S(=O)(=O)Nc2cccc3c2O[C@@H](CN(C)C(=O)Nc2ccccc2)[C@@H](C)CN([C@H](C)CO)C3=O)cc1	-0.1
74	CC(C)NC(=O)N(C)C[C@H]1OCCCC[C@@H](C)Oc2ccc(NC(=O)Nc3ccc4c(c3)OCO4)cc2C(=O)N([C@@H](C)CO)C[C@H]1C	0.4
75	COc1cccc(C#Cc2ccc([C@@H]3[C@@H](C#N)N[C@@H]3CO)cc2)c1	-4.8
76	Cc1noc(C)c1S(=O)(=O)N(C)C[C@H]1Oc2ccc(NC(=O)NC(C)C)cc2CC(=O)N([C@@H](C)CO)C[C@H]1C	2.1
77	Cc1ccc(-c2ccc3c(c2)O[C@H](CN(C)C(=O)CN(C)C)[C@H](C)CN([C@H](C)CO)S3(=O)=O)cc1	-1.8
78	CNC[C@@H]1Oc2cc(C#C[C@H](C)O)ccc2S(=O)(=O)N([C@@H](C)CO)C[C@@H]1C	0.8

# Next part
no.	molecule	TcdB inh
79	C[C@@H]1CN([C@@H](C)CO)C(=O)c2cc(NC(=O)Cc3ccccc3)ccc2O[C@H]1CN(C)Cc1ccc(Cl)c(Cl)c1	-0.8
80	O=C(C[C@@H]1C[C@H]2c3cc(NC(=O)c4ccc5c(c4)OCO5)ccc3O[C@H]2[C@@H](CO)O1)NCC1CC1	0.4
81	O=C(C[C@H]1C[C@H]2c3cc(NC(=O)NC4CCCC4)ccc3O[C@H]2[C@@H](CO)O1)NC1CCCCC1	-1.2
82	CCC(=O)N1C[C@H](O)COC[C@@H]2O[C@@H](CC(=O)NCc3ccccc3Cl)CC[C@H]21	-0.4
